# Source: PubChem
# TIM10 inh: inhibits growth of TIM10 yeast strain; inhibition, % at 10 µM; actives 1.4% (n = 330,000); S. cerevisiae TIM10 strain growth, BacTiter-Glo luminescence, 24 h;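 active = inhibition of 40% or more at the single tested concentration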;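 note: wild-type TIM10 isogenic control strain grown at permissive 25 °C; 0% = DMSO yeast wells and 100% = minimal medium wells without yeast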
# NR3A LBD binder: modulates the human NR3A ligand-binding domain | actives 2.5% (n = 340,000) | AID 1259313 | NR3A LBD differential scanning fluorimetry, Tm shift; 0% = protein alone, 100% = glycine-bound protein | Tm shift relative to glycine control, % at 25 µM;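 active = melting temperature shift of at least 10% of the positive control shift, at one fixed dose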
# NALP3 yeast inh: inhibitors of NALP3 inflammasome in yeast. Yeast reconstituted NLRP3/ASC/caspase-1, beta-gal luminescence, 24 h. actives 0.39% (n = 330,000). inhibition, % at 10 µM;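 active = inhibition of 50% or more; inactive = inhibition below 50%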;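 note: plate controls were induced DMSO wells for no effect and uninduced yeast grown without galactose for full effect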
# XBP1 UPR activ: activators of adaptive arm of unfolded protein response (XBP1). activation, % at 20 µM. actives 0.33% (n = 330,000). CHO-XBP1 luciferase reporter, IRE1-XBP1 UPR activation, luminescence; percent of tunicamycin response, DMSO as zero;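 active = versus positive control, 20 µM dose yields 30% or more activation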;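 note: 100% = tunicamycin at 10 µg/mL and 0% = DMSO only wells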
#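 Signal: luciferase luminescence; Assay system: CHO-XBP1 luciferase reporter cells; Amount: one thousand reporter cells per well; Dosing: 20 µM single concentration, DMSO 1%; Benchmarks: high control tunicamycin 10 µg/mL final, low control DMSO vehicle only; Schedule: 6 h compound exposure at 37 °C, 5% CO2; Evaluation: percent activation relative to tunicamycin reference.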
# tim10-1 inh: inhibits growth of tim10-1 mutant yeast; S. cerevisiae tim10-1 ts strain growth, BacTiter-Glo, 24 h; actives 2.2% (n = 330,000); inhibition, % at 20 µM;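 active = inhibition of at least 40%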;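 note: mutant grown at 25 °C; 0% = DMSO wells with yeast and 100% = wells holding no yeast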
# Mdm2 MdmX PPI: inhibitors of human Mdm2/MdmX interaction; AID 485346; SaOS-2 split-luciferase Mdm2/MdmX complementation, luminescence; actives 3% (n = 330,000); inhibition, % at 8 µM; O15151+Q00987;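 active = inhibition of at least 50% at 8 µM in the primary screen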
# APJ agonist: activates the human apelin receptor APJ; AID 2520; activation, % at 20 µM; CHO-K1 APJ PathHunter beta-arrestin, luminescence; 0% DMSO wells, 100% apelin; actives 0.11% (n = 330,000); P35414;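 active = activation more than six SD over the plate average, tested at 20 µM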;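 note: 0% = DMSO alone and 100% = apelin-13 at 10 nM; some results filed as inactive read as strong as hits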
# Target sequence (P35414 whole entry, looked up): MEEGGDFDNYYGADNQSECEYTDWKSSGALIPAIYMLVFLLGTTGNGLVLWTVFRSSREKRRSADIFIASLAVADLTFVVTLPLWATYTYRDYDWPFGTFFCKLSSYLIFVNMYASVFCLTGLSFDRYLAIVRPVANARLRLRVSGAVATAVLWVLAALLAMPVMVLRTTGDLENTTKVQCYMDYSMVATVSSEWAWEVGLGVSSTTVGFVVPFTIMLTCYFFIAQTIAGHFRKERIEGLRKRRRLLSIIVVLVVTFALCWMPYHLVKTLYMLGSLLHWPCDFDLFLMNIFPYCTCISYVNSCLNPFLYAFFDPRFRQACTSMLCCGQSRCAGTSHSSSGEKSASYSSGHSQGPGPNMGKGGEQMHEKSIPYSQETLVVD
#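 Material: CHO-K1 APJ beta-arrestin complementation cell line; Input: cell density 1000 per well; Incubation: compound stimulation 90 min at 25 °C, detection 60 min; Signal: luminescence from split beta-galactosidase complementation, Galacton Star/Emerald II substrate; Controls: DMSO-only wells as negative, 10 nM Apelin-13 as positive control.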
# UPR CHOP act: activators of apoptotic arm of unfolded protein response (CHOP); CHO-CHOP luciferase reporter, UPR activation, luminescence; percent of tunicamycin response over DMSO baseline; activation, % at 10 µM; actives 0.34% (n = 330,000);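 active = at 10 µM dose, activation of 40% or more, normalized to positive control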;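 note: 100% = tunicamycin at 10 µg/mL and 0% = DMSO alone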
#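 Test system: CHO-CHOP cells, stable luciferase reporter of PERK-eIF2a-CHOP signalling | Quantity: 500 CHO-CHOP cells per well | Buffer or medium: F12 plus 10% serum | Compound dosing: 10 µM single point, 0.5% DMSO | Schedule: 6 h compound treatment, 37 °C | Signal: Luciferase luminescence | Control set: Tunicamycin high control, DMSO low control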
# tim23-1 inh: growth inhibitors of tim23-1 mutant yeast; S. cerevisiae tim23-1 growth, BacTiter-Glo luminescence, 24 h; inhibition, % at 20 µM; actives 1.3% (n = 330,000);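 active = growth inhibition of the mutant yeast at or above 50%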;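 note: temperature-sensitive mutant grown at 25 °C; plate controls were DMSO-treated mutant yeast for no effect and medium wells lacking yeast for full effect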
# An asterisk follows results filed as active; · = no result given.
1: Cc1ccccc1S(=O)(=O)c1cc2ccccc2nc1N
2: CC[C@]12c3[nH]c4cc(-c5ccco5)ccc4c3CCN1C(=O)[C@@H](CC(=O)NCC13CC4CC(CC(C4)C1)C3)C[C@@H]2C(=O)N1CCN(C(=O)c2ccco2)CC1
3: C[C@H]1CC[C@H]2C(=O)N[C@H](Cc3ccccc3)C(=O)N2[C@@H]1c1ccccc1
4: Cc1cccc(N2CCN(CC(=O)Nc3nccs3)CC2)c1C
5: CS(=O)(=O)N(CC(=O)N1CCN(Cc2ccccc2)CC1)c1ccc2c(c1)OCCO2
6: O=C(Nc1ccccc1)c1cnc(-c2ccccc2)nc1-c1ccccc1
7: C/C(=N\NC(=O)CNC(=O)c1cccs1)c1ccc(Cl)c(Cl)c1
8: CC(C)c1ccc(NC(=O)CSc2nnc(-c3ccccn3)n2C)cc1
Assay by compound	1	2	3	4	5	6	7	8
TIM10 inh	-21	9	12	-2	11	22	2	8
NR3A LBD binder	-1	2	1	0	2	-9	-16	-1
NALP3 yeast inh	41	·	14	-7	-7	13	19	1
XBP1 UPR activ	0	21	-1	0	0	1	0	-2
tim10-1 inh	1	6	10	-3	15	26	51*	28
Mdm2 MdmX PPI	37	45	11	4	3	-11	-7	-1
APJ agonist	0	·	0	-5	2	-2	0	-3
UPR CHOP act	-0.6	9.2	0.0	1.9	0.7	1.8	0.5	-1.2
tim23-1 inh	17	33	14	-9	9	11	41	35

# Reprinted at random: two compounds from above.
7: C/C(=N\NC(=O)CNC(=O)c1cccs1)c1ccc(Cl)c(Cl)c1
1: Cc1ccccc1S(=O)(=O)c1cc2ccccc2nc1N
Assay by compound	7	1
TIM10 inh	2	-21
NR3A LBD binder	-16	-1
NALP3 yeast inh	19	41
XBP1 UPR activ	0	0
tim10-1 inh	51*	1
Mdm2 MdmX PPI	-7	37
APJ agonist	0	0
UPR CHOP act	0.5	-0.6
tim23-1 inh	41	17

# Additional compounds:
9: CCOC(=O)C1CCN(C(=O)COC(=O)c2nc3nc(C)cc(C)n3n2)CC1
10: CC1(C)CC(=O)C=C(c2ccc3c(c2)OCO3)C1
11: Cc1ccc(SCc2noc(C(=O)NCC3CCCO3)c2C(=O)O)cc1C (stereo not given)
12: O=C(O)c1cccc(NC(=O)c2ccc3c(c2)C(=O)N(c2cccc([N+](=O)[O-])c2)C3=O)c1
13: CC(C)N1CCC(N2CCN(Cc3ccc(-c4ccccc4Cl)o3)CC2CCO)CC1 (stereo not given)
14: Cc1ccccc1-n1nc(SCC(=O)O)sc1=S
15: Cc1onc(-c2ccccc2)c1C(=O)N/N=C/c1cccc(O)c1
16: COC(=O)c1ccc(C(C(=O)NCc2ccccc2)N(Cc2cccs2)C(=O)c2cnccn2)cc1 (stereo not given)
Assay by compound	9	10	11	12	13	14	15	16
TIM10 inh	-4	-6	-8	-8	-3	-5	-7	7
NR3A LBD binder	1	-1	-1	-26	-1	2	-3	-4
NALP3 yeast inh	14	7	4	11	2	10	3	6
XBP1 UPR activ	-2	3	1	-4	2	-1	-3	-1
tim10-1 inh	-29	19	3	3	26	-6	1	12
Mdm2 MdmX PPI	-3	20	-11	30	39	11	13	14
APJ agonist	-7	-2	-4	-6	-2	-2	1	-1
UPR CHOP act	1.5	3.5	-1.1	0.5	-0.1	0.0	3.0	0.2
tim23-1 inh	-9	20	2	-5	8	-2	11	20

# An excerpt of these results, with tabs:
no.	SMILES	TIM10 inh	NR3A LBD binder	NALP3 yeast inh	XBP1 UPR activ	tim10-1 inh	Mdm2 MdmX PPI	APJ agonist	UPR CHOP act	tim23-1 inh
10	CC1(C)CC(=O)C=C(c2ccc3c(c2)OCO3)C1	-6	-1	7	3	19	20	-2	3.5	20
11	Cc1ccc(SCc2noc(C(=O)NCC3CCCO3)c2C(=O)O)cc1C (stereo not given)	-8	-1	4	1	3	-11	-4	-1.1	2
12	O=C(O)c1cccc(NC(=O)c2ccc3c(c2)C(=O)N(c2cccc([N+](=O)[O-])c2)C3=O)c1	-8	-26	11	-4	3	30	-6	0.5	-5
13	CC(C)N1CCC(N2CCN(Cc3ccc(-c4ccccc4Cl)o3)CC2CCO)CC1 (stereo not given)	-3	-1	2	2	26	39	-2	-0.1	8

# More results.
17: Cc1cc(C)n(CC(O)Cn2c3ccccc3c3ccccc32)n1 (stereo not given)
18: CCOc1ccc(Nc2ccc(N3C(=O)CCC3=O)cc2[N+](=O)[O-])cc1
19: O=C1C=C(c2ccc(F)c(Cl)c2)C[C@@H](c2ccc(F)cc2)C1
20: CCOc1ccc(CC(=O)C2C(=O)CC(C)(C)CC2=O)cc1OCC
21: CCCCOC(=O)CCc1nc2ccccc2[nH]1
22: CSc1ncccc1C(=O)OCC(=O)Nc1ccc(Cl)cn1
23: Cc1cccc(NC(=O)CCCCCN2C(=O)c3ccccc3C2=O)n1
24: CC(C)(C)N/N=C/c1cc(Cl)cc([N+](=O)[O-])c1O
Assay by compound	17	18	19	20	21	22	23	24
TIM10 inh	20	-14	-12	-11	0	-29	-2	7
NR3A LBD binder	2	-1	4	-3	0	0	0	-19
NALP3 yeast inh	18	11	-7	8	4	11	17	44
XBP1 UPR activ	-2	2	2	-1	-1	-3	-3	-1
tim10-1 inh	25	-6	8	10	-27	-45	8	24
Mdm2 MdmX PPI	12	-8	-37	8	-6	-10	18	-24
APJ agonist	-3	-2	-4	8	3	0	-4	1
UPR CHOP act	0.1	-1.7	1.5	0.1	-0.1	-0.4	-1.9	3.5
tim23-1 inh	33	4	32	20	-8	-2	-1	18

25: NC(=O)C1CC12c1ccccc1-c1ccccc12 (stereo not given)
26: CCOc1ccc2oc(C(=O)N(C)CC(=O)Nc3ccc(OCC)c(OCC)c3)c(C)c2c1
27: COc1ccc(NC(=O)C2CCCN(c3c4c(nc5ncnn35)CCC4)C2)cc1 (stereo not given)
28: CCN(CC)C(=O)CS(=O)(=O)CC(=O)Nc1cc(OCCOC)c(Cl)cc1Cl
29: O=C(CCNS(=O)(=O)c1ccccc1)NNC(=O)c1csc(N2CCOCC2)n1
30: CCn1c(CNc2ccc(F)cc2)nnc1SCC(=O)OC1CCCCC1
31: Cc1ccc(-c2noc(Cn3cc(S(=O)(=O)N4CCCC4)ccc3=O)n2)cc1
32: CCOC(=O)c1c(=O)n(O)c2ccc(OC)cc2[n+]1[O-]
Assay by compound	25	26	27	28	29	30	31	32
TIM10 inh	-2	9	1	-9	-7	29	-16	-1
NR3A LBD binder	1	0	0	-1	0	0	-4	0
NALP3 yeast inh	8	4	9	6	6	13	8	1
XBP1 UPR activ	-1	2	2	-3	-3	-3	0	-7
tim10-1 inh	22	14	9	14	-3	33	-13	10
Mdm2 MdmX PPI	3	15	26	-16	18	0	-15	7
APJ agonist	-4	4	-3	-1	-4	5	-1	2
UPR CHOP act	0.9	-1.1	-0.9	-0.5	-1.8	-1.2	4.2	-1.7
tim23-1 inh	5	15	-10	16	-1	36	7	14

33: COc1cc(/C=C2\CCOC2=O)cc(OC)c1OC
34: CCN(CC)S(=O)(=O)c1cccc(C(=O)OCC(=O)NC(C)c2ccccc2)c1 (stereo not given)
35: CC1Cc2ccccc2N1C(=O)Cn1c(=O)cc(O)c2ccccc21 (stereo not given)
36: CCCCn1c(CNC(=O)CCC)nc2ccccc21
37: COc1ccc(C)cc1NC(=O)C(OC(=O)CNC(=O)c1ccc(Br)cc1)c1ccccc1 (stereo not given)
38: Cc1ccc(C)n1-c1cccc(C(=O)O)c1
39: O=C(c1cnn2c(-c3ccccc3)cc(-c3ccccc3)nc12)N1CCN(Cc2ccccc2)CC1
40: CC(C)C(=O)Nc1ccc([N+](=O)[O-])c(C(F)(F)F)c1
Assay by compound	33	34	35	36	37	38	39	40
TIM10 inh	-7	10	11	-12	-4	3	23	19
NR3A LBD binder	·	1	-3	1	-1	·	0	-6
NALP3 yeast inh	-5	16	6	9	14	5	2	4
XBP1 UPR activ	-1	-5	-3	0	-2	1	1	-2
tim10-1 inh	9	-2	6	-22	15	6	-2	32
Mdm2 MdmX PPI	0	14	22	20	-3	14	39	-9
APJ agonist	1	-2	-3	-2	-2	-3	-4	-7
UPR CHOP act	0.8	-1.0	-3.1	1.3	-0.3	-0.6	3.2	1.0
tim23-1 inh	11	12	10	-1	0	5	39	33

41: COc1cc(C(=O)NCCc2ccc(S(=O)(=O)N3CCCC3)cc2)cc(OC)c1OC
42: O=C(CCNC(=O)c1ccc([N+](=O)[O-])cc1)Nc1ccc(F)cc1
43: CCOC(=O)N1CCN(C(=O)Cn2ccc3c(OC)cccc3c2=O)CC1
44: COc1cc(S(=O)(=O)NC2CC(C)(C)NC(C)(C)C2)c(OC)cc1Cl
45: Nc1cccc(-c2csc(-n3ncc(C(=O)O)c3C(F)(F)F)n2)c1
46: O=C1C2C3C=CC(CNS(=O)(=O)c4ccccc4[N+](=O)[O-])(O3)C2C(=O)N1c1ccccc1 (stereo not given)
47: Cc1cc(C)c2c(n1)nn1c(N3CCN(c4ccccc4)CC3)cc(C)nc21
48: O=C(Nc1ccc2c(c1)nc1n2CCOC1)c1ccco1
Assay by compound	41	42	43	44	45	46	47	48
TIM10 inh	-3	-10	2	-2	-6	10	4	47*
NR3A LBD binder	-1	1	-1	6	-1	1	-2	2
NALP3 yeast inh	3	19	-6	17	10	-21	10	-8
XBP1 UPR activ	0	-4	2	-8	1	-5	1	0
tim10-1 inh	3	0	-9	2	14	22	11	14
Mdm2 MdmX PPI	13	-1	-22	4	1	8	14	-21
APJ agonist	-2	-3	-5	-4	1	0	-4	-6
UPR CHOP act	-0.8	2.1	0.6	0.4	0.4	-0.7	-1.5	1.2
tim23-1 inh	-1	-12	-13	13	12	5	8	31

49: CCCCN(C(=O)C1CCCO1)c1c(N)n(CCC)c(=O)[nH]c1=O (stereo not given)
50: COC(=O)CSc1nc(C)cc(C)c1C#N
51: CCc1ccc(NC(=O)CSCc2ccc(C(=O)O)cc2)cc1
52: O=C(OCc1ccccc1)Oc1cncc(C(=O)O)c1
53: O=C(Nc1cccc(Cl)c1)/C(=C\c1cccnc1)NC(=O)c1ccco1
54: COc1ccccc1C(=O)C1CCCN(C(=O)CCn2cnnn2)C1 (stereo not given)
55: Cn1c(SCC(=O)OC2CCCCC2)nnc1-c1ccco1
56: C[C@H](CO)N1C[C@H](C)[C@@H](CN(C)S(=O)(=O)c2ccc(F)cc2)Oc2ccc(NS(=O)(=O)c3ccccc3)cc2C1=O
Assay by compound	49	50	51	52	53	54	55	56
TIM10 inh	2	4	-11	9	0	7	-12	4
NR3A LBD binder	-2	-1	-1	-1	0	0	0	2
NALP3 yeast inh	7	15	24	5	35	1	12	5
XBP1 UPR activ	-2	-2	2	-2	1	-2	1	-1
tim10-1 inh	-15	30	-31	9	8	-1	15	-3
Mdm2 MdmX PPI	26	-20	8	-2	-13	9	7	3
APJ agonist	-1	-2	-1	-1	-2	-2	-3	-3
UPR CHOP act	-0.8	0.9	-0.3	1.9	0.4	1.3	-0.9	-3.5
tim23-1 inh	-6	14	2	8	6	5	18	8
